# GC-B act: GC-B (human) receptor activation. 370,000 tested, 0.11% active. activation, % at 10 µM. AID 1920062. P20594. HEK293-GC-B cells, CNP EC30, cGMP TR-FRET; 0% at EC30 CNP, 100% saturating CNP;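 active means activation at 10 µM reaching about 35% in either raw or pattern-adjusted values, limit read from the data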
# GC-A act: GC-A (human) enzyme activation; 370,000 tested, 0.14% active; HEK293 GC-A cells, cGMP TR-FRET, EC30 ANP; 0% at EC30 ANP, 100% saturating ANP; activation, % at 10 µM; AID 1671463; in the data active means activation above about 40%
# ASAP1 inh: blocks human ASAP1-stimulated Arf1 GTP hydrolysis. Q9ULH1. GDP FP detection. inhibition, % at 16.5 µM. 360,000 tested, 0.19% active; in the data active means inhibition above about 25%;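 further: 0% = vehicle with enzyme and substrate and 100% = no enzyme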
# Target sequence (Q9ULH1 325-724 limits assumed): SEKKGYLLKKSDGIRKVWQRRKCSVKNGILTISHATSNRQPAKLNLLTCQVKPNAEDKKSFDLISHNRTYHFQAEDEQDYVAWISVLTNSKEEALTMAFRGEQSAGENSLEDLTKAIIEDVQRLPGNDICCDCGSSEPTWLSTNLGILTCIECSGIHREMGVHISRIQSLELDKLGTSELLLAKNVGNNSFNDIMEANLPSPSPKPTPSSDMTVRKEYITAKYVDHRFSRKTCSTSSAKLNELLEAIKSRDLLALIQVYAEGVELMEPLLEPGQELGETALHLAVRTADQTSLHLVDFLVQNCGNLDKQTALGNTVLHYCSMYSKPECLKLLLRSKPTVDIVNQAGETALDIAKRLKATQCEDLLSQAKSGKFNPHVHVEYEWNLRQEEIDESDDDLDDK
# mABHD4 FP: ABHD4 (mouse) inhibition, primary FP screen; Q8VD66; purified mABHD4, FP-Rh probe fluorescence polarization; inhibition, % at 8.92 µM; 370,000 tested, 0.54% active; AID 720543;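 active means inhibition exceeding the mean over every tested compound plus 3 SD, cut at about 30% in these data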;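 further: 0% = plate median of compound wells and 100% = S159A mutant with DMSO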
#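 Material: mouse ABHD4 enzyme, wild type; Benchmarks: S159A mutant high control, sample median low control; Buffer or medium: HEPES pH 7.0, NaCl, Pluronic buffer; Signal: fluorescence polarization; Read-out: percent inhibition of probe binding, normalized to plate controls; Timing: pre-incubation 45 min, probe exposure 60 min, at 25 °C; Dosing: 8.92 µM, single dose.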
# PG9 binder: binds the HIV-1 gp120 antibody PG9 | TR-FRET gp120-PG9 antibody binding | inhibition, % at 6.7 µM | 360,000 tested, 0.43% active | AID 624416; in the data active means inhibition above about 8.5%
# HTRA1 inhibitor: blocks human HTRA1 serine peptidase. Q92743. 340,000 tested, 0.5% active. recombinant HTRA1, FP-rhodamine activity-based probe, fluorescence polarization. inhibition, % at 5.96 µM; in the data active means inhibition above about 36%;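 further: 0% = enzyme with DMSO and 100% = wells lacking enzyme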
# rCAG RNA binder: molecules binding r(CAG) RNA repeats. 370,000 tested, 1.3% active. AID 651821. inhibition, % at 3 µM. r(CAG) RNA repeat, TO-PRO-1 dye displacement fluorescence;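 active means inhibition above the plate cutoff, the mean of all test compounds on that plate plus 3 SD, cut at about 35% in these data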;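 further: 0% = DMSO alone and 100% = 100 µM mitoxantrone as full dye displacement; higher means more dye released from RNA so lower well fluorescence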
# SMARCA2 act: SMARCA2 function activation, primary screen | MG213 cells, MMTV-luciferase reporter, dexamethasone, overnight | activation, % at 9.1 µM | 370,000 tested, 1% active | AID 652017; in the data active means activation above about 7.8%;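 further: 0% = vehicle wells and 100% = reference activator wells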
# ARFGAP1 inhibitor: rat ARFGAP1 inhibition; 360,000 tested, 0.26% active; Q62848; inhibition, % at 16.5 µM; AID 651572; Arfgap1-stimulated ARF1 GTP hydrolysis, GDP FP detection;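 active means inhibition above a per-plate limit, mean inhibition of low control wells plus 3 SD, cut at about 25% in these data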;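 further: 0% = DMSO wells with enzyme and 100% = wells lacking Arfgap1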
#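 system = rat Arfgap1 catalytic domain, aa 1-136 | technique = FP, GDP Alexa 633 tracer displaced from anti-GDP antibody, 620/688 nm | compound = one concentration, 16.5 µM, DMSO 1.26% | medium = HEPES-based buffer, pH 7.5 | timing = compound-enzyme preincubation 20 min, reaction 120 min, detection 60 min, 25 °C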
# NR1D1 modulator: modulates human Rev-erb alpha binding to DNA; Rev-erbα–FITC-DNA binding, fluorescence polarization, 90 min; activity, % at 10 µM; 370,000 tested, 0.79% active; AID 1259318;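 active means activity above about 14%, limit read from the data; passing the limit was not always enough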;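 further: 0% = DMSO wells with 35 nM protein and 100% = DMSO wells with 750 nM protein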
# Target sequence (P20393 whole entry, looked up): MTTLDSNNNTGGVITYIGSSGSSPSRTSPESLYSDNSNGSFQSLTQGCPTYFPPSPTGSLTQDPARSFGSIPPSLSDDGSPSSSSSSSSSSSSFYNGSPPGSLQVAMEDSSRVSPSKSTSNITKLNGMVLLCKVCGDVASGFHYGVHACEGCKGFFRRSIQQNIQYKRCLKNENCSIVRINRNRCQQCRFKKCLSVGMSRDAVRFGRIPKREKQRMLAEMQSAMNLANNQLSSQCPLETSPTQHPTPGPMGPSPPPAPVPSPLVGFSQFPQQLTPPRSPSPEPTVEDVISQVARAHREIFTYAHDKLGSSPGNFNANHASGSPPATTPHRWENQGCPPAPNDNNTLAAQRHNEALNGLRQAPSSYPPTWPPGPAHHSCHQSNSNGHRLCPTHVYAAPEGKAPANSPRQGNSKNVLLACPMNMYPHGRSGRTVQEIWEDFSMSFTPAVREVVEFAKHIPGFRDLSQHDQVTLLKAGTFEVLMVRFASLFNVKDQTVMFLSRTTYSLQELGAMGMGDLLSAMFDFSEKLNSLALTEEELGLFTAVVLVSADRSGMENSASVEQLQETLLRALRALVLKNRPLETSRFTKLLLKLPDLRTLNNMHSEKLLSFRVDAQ
# Numbers without * were called inactive; x = no result given. Hits appear at their usual frequency. Share with any hit: about 4.4%.
structure,rCAG RNA binder,NR1D1 modulator,GC-B act,PG9 binder,mABHD4 FP,GC-A act,HTRA1 inhibitor,ARFGAP1 inhibitor,SMARCA2 act,ASAP1 inh
CC(Sc1n[nH]c(=O)n1Cc1ccccc1)C(=O)NC1CCCCC1C (stereo unspecified),-2,3,-5,-1.0,-12,0,-4,-8,-3,2
O=C(CSc1nnc(-c2cccnc2)o1)c1cc2ccccc2oc1=O,7,-6,-4,-0.8,5,-3,-1,4,0,3
N#Cc1ccc(NCC(=O)Nc2ccc3c(c2)OCCO3)cc1,-3,-3,-1,-0.7,0,2,4,1,-4,-6
CCC(=O)Nc1nc(-c2ccc3c(c2)OCCO3)cs1,-2,0,2,1.1,-2,5,-3,12,1,-6
COc1ccc(NC(=O)CN(C)C(=O)c2sc3cc(Cl)ccc3c2Cl)cc1,4,14,1,-1.2,-4,-1,-11,14,0,3
C[C@]12CC[C@@H]3c4cc(O)c(O)cc4CC[C@H]3[C@@H]1CC[C@@H]2O,7,0,-2,-1.7,26,2,30,15,-3,-3
COCCN=C(NS(=O)(=O)c1cccs1)c1ccccc1Cl,-2,2,-5,-0.5,0,0,0,-6,-2,8
COc1ccc(NC(=S)NN2CCOCC2)cc1OC,-1,5,-4,-0.5,-2,-2,5,-5,-2,-1
Nc1cc([N+](=O)[O-])ccc1OCc1ccccc1,-1,6,-2,1.0,2,1,-1,-9,-2,13
CCN(CC)c1ccc(NC(=S)NCC2CCCO2)cc1 (stereo unspecified),-7,6,-1,-4.8,6,1,4,-3,4,-10
CCOC(=O)c1c(NC(=O)CSC(=S)N2CCOCC2)sc(C)c1C,1,0,-6,-1.5,-1,-8,-9,-9,-1,2
CCc1nc2ccc(C(=O)N3CCN(C(=O)c4ccco4)CC3)cn2c1N(C)C(=O)c1cccc(OC)c1,5,3,-3,0.0,4,0,x,-1,-3,12
CC(C)N=C(Nc1ccccc1)c1cccnc1,2,-6,3,-1.5,2,-3,-1,8,-2,-9
O=C(C[C@H]1C[C@@H]2c3cc(NC(=O)C4CCC4)ccc3O[C@@H]2[C@H](CO)O1)NC1CCCCC1,0,-6,-6,1.0,4,-4,1,15,-2,0
Cc1ccc(C(=O)NNC(=O)c2ccncc2)cc1C,1,-2,4,-1.4,5,2,5,0,-1,5
COc1ccc(C(=O)NC(=S)NC2CCCCC2)cc1,-2,1,-1,-1.0,-4,2,-10,4,1,2
CCn1c(COc2ccccc2)nnc1SCC(=O)Nc1cc(C)ccc1OC,-8,3,-15,0.7,0,-10,-13,-6,-6,-9
O=C1NC(=O)/C(=C/c2ccc(OS(=O)(=O)c3ccc(F)cc3F)cc2)N1,8,-3,-6,-0.7,-30,-2,x,-5,-2,-6
COc1ccc(CNS(=O)(=O)c2cc(-c3cc(C)no3)ccc2OC)cc1OC,3,0,3,0.0,0,1,3,-9,-2,1
Cc1ccc(-n2c(SCC(=O)Nc3ccc(Cl)cc3)nc(O)cc2=O)cc1,37*,-1,3,0.7,-1,8,-98,2,-3,12
NC(=O)c1cc2cc(Br)ccc2oc1=NCc1ccccc1,2,-2,-2,-1.0,-3,1,-5,-6,1,-2
COc1ccc(NC(=S)NCCc2c(C)[nH]c3ccc(OC)cc23)cc1,3,-2,-8,-1.8,-6,-12,5,-5,0,9
O=C(c1ccccc1F)N1CCN(c2cccc(C(F)(F)F)c2)CC1,-9,-5,0,-1.9,-5,-1,2,10,2,4
CCOC(=O)c1c(NC(=S)Nc2ccccc2)sc(C)c1C,7,8,-8,-0.7,-1,-3,-4,18,1,-10
Cc1cc(C)nc(NS(=O)(=O)c2ccc(N/C=C\C(=O)c3ccc(Cl)cc3)cc2)n1,23,6,7,1.1,-11,15,-25,-6,0,1
COC(=O)c1c(NC(=O)c2ccccc2N(C)S(=O)(=O)c2ccccc2)sc2c1CCCC2,7,4,-5,1.5,-7,-5,1,7,0,5
Cc1nc2scc(-c3cccs3)c2c(=O)n1N,0,1,-8,-2.2,0,-3,-3,9,3,1
CC1=C(C(N)=O)C(c2ccccn2)n2nc(SCc3ccccc3)nc2N1 (stereo unspecified),2,3,4,-1.7,8,1,1,9,1,3
CC(CN1CCCCC1)OC(=O)/C=C/c1ccccc1 (stereo unspecified),-6,-10,0,-0.6,6,1,3,-1,0,15
COc1cc(/C=N\NC(=O)c2ccc(=O)[nH]n2)cc(OC)c1OC,-2,4,6,-3.7,-2,3,3,10,3,1
COCCn1c(SCC(=O)N2CCOCC2)nnc1-c1ccco1,-1,3,9,-1.6,-6,0,5,2,0,1
Cc1ccccc1OCCC(=O)OCC(=O)NCCNC(=O)COC(=O)CCOc1ccccc1C,-6,0,-2,0.5,2,0,-4,3,2,7
O=C(Nc1cc(C(F)(F)F)ccc1N1CCCC1)C1CCCO1 (stereo unspecified),-3,-4,1,-0.3,-7,-3,4,-6,1,4
COc1cc(C)c(Br)cc1S(=O)(=O)NCc1ccncc1,-2,5,3,-0.4,4,0,-2,0,-4,11
CCn1c(C(=O)N2CCCC(C(=O)NCCCc3ccccc3)C2)cc2sccc21 (stereo unspecified),-6,6,1,-1.6,-5,2,-7,-12,-3,-6
O=C(Cn1cc(C(F)(F)F)ccc1=O)N1CCCc2ccccc21,1,-7,1,1.2,3,3,0,6,-3,-6
O=C(NCC1(N2CCOCC2)CCCCC1)c1cccc(S(=O)(=O)N2CCc3ccccc3C2)c1,2,-5,3,-1.5,0,-1,-15,-7,-1,-15
CCOC(=O)[C@]12CCCC=C1N(Cc1ccc(OC)cc1)C(=O)[C@@H]2CC(=O)N1CCOCC1,-2,-3,-6,x,6,5,x,x,2,x
CCCC(C1=C(O)CC(C)(C)CC1=O)C1C(=O)CC(C)(C)CC1=O (stereo unspecified),-7,-1,2,-1.0,-2,5,-8,4,-2,-2
COC(=O)c1cc(Cl)cc(Cl)c1OS(=O)(=O)N(C)C,-7,-4,-8,0.8,-3,2,-2,5,1,1
CCN(CC)S(=O)(=O)c1ccc(NN=C2CCN(C)CC2)c([N+](=O)[O-])c1,2,-2,-1,-2.2,5,4,5,-7,-1,-12
Cc1cc(C)c(S(=O)(=O)c2cccc(C)c2C)c(=O)[nH]1,-2,5,2,-0.6,-4,3,2,2,-2,0
Cc1nn(Cc2ccccc2)c(C)c1CNC(=O)[C@H](C)N=C1NS(=O)(=O)c2ccccc21,6,-7,2,-0.7,0,0,-3,0,0,5
CCOc1ccccc1NC(=O)C1CCCN1S(=O)(=O)c1ccc2c(c1)C(C)(C)C(=O)N2C (stereo unspecified),5,6,5,-1.4,2,-3,x,-7,-2,-4
CCOC(=O)C1(C)NC(c2ccccc2F)C2C(=O)N(c3cccc(C(C)=O)c3)C(=O)C21 (stereo unspecified),-7,3,5,1.4,-4,0,6,0,0,-1
O=C(Nc1ncccc1Cl)c1ccccc1F,-4,3,0,-0.9,8,6,3,15,3,12
O=C(O)c1c2c(nc3ccc(S(=O)(=O)N4CCC(C(=O)NCc5ccc(Cl)cc5)CC4)cc13)CCCC2,42*,7,3,0.7,9,-2,2,-4,-1,1
OCC[C@H]1C[C@H](O)[C@@H](O)[C@@]2(OCCCc3ccccc32)O1,4,-2,-1,-0.3,6,0,3,-2,0,5
CC(=O)N1CCN(C(=O)c2ccc(Cl)c(S(=O)(=O)N3CC(C)OC(C)C3)c2)CC1 (stereo unspecified),1,-4,0,-0.6,-1,2,3,-3,-3,-3
OC(c1ccc(F)cc1)c1nc(-c2ccncc2)cs1 (stereo unspecified),0,8,11,-0.3,2,3,x,0,-8,7

# An excerpt from above, showing only PG9 binder and rCAG RNA binder.
Structure,PG9 binder,rCAG RNA binder
Cc1nc2scc(-c3cccs3)c2c(=O)n1N,-2.2,0
CC1=C(C(N)=O)C(c2ccccn2)n2nc(SCc3ccccc3)nc2N1 (stereo unspecified),-1.7,2

# (next part)
structure,rCAG RNA binder,NR1D1 modulator,GC-B act,PG9 binder,mABHD4 FP,GC-A act,HTRA1 inhibitor,ARFGAP1 inhibitor,SMARCA2 act,ASAP1 inh
O=C(NCC1CCCN(C(=O)CN2CCCCC2)C1)c1ccccc1Cl (stereo unspecified),1,2,-1,-0.3,7,3,-3,7,0,7
CCOC(=O)C(=NCCCN(C)C)NNc1ccc(Br)cc1,-1,7,4,-1.8,4,3,-3,1,-1,2
O=C1C2CCCN2C(c2ccccc2F)N1c1cccc(Cl)c1 (stereo unspecified),3,0,-9,-2.0,2,-9,-4,-9,-2,5
COc1cc(OC)cc(C(=O)N[C@H](C(=O)OCC(=O)c2ccc(F)cc2)C(C)C)c1,-4,-7,-4,-0.7,-2,-7,-10,10,-2,6
Cc1c(C(=O)NC(C)c2ccccn2)oc2c(Cl)cccc12 (stereo unspecified),-2,-1,-8,-1.3,0,-1,-10,2,1,-1
COc1ccc(Cl)c(NC(=O)C/C(C)=N/NC(=O)CCc2ccccc2)c1,37*,2,2,-0.8,-35,-5,-7,-1,-1,-5
CC1CCN(C(c2cc3cc4c(cc3[nH]c2=O)OCO4)c2nnnn2CC2CCCO2)CC1 (stereo unspecified),x,4,0,x,x,-1,5,x,x,x
O=C(NCCNc1ccc(Cl)cc1[N+](=O)[O-])c1cccnc1,0,10,-4,-3.9,2,0,6,7,-2,6
CCOC(=O)CP(=O)(c1ccccc1)c1ccccc1,-2,3,-4,0.8,3,9,1,17,0,0
CN(C)S(=O)(=O)n1cc(/C=C(\NC(=O)c2ccccc2Cl)C(=O)NCCCn2ccnc2)c2ccccc21,3,4,4,-2.3,-1,1,-4,17,-2,-2
O=C(NCc1ccccc1)C(c1ccncc1)n1c(=O)c(-c2cc3ccccc3[nH]2)nc2ccccc21 (stereo unspecified),13,-10,-15,0.1,4,-15,x,25*,1,13
COc1ccc(S(=O)(=O)N2CCCCCC2)cc1NC(=O)c1c2c(nc3ccccc13)CCN(Cc1ccccc1)C2,11,9,1,-3.6,-14,1,-45,11,-2,3
COC(=O)[C@]12CCCCC=C1N(Cc1ccco1)C(=O)[C@H](CC(=O)NCC13CC4CC(CC(C4)C1)C3)C2,9,-5,1,1.3,6,-4,x,-7,-3,2
CC1(C)CC2c3cccc(C(=O)O)c3C(=O)N2c2c1ccc1ccccc21 (stereo unspecified),2,-2,-4,0.9,3,0,3,12,-3,9
Cc1ccccc1Cn1cnc2c([N+](=O)[O-])c(C)c(C)cc21,2,1,3,-0.4,-3,-1,-6,8,-1,3
CN(C)c1ccc(CNCc2cccnc2)cc1,-5,0,-6,-1.1,5,-6,x,-16,-1,-9
O=C(c1cc([N+](=O)[O-])ccc1N1CCOCC1)N1CCN(S(=O)(=O)c2ccc(F)cc2)CC1,1,2,-3,-0.7,10,-1,4,10,-2,-6
